Compound activity: PubChem, National Center for Advancing Translational Sciences (NCATS)
S3 lipid droplet: qHTS Assay for Lipid Storage Modulators in Drosophila S3 Cells. Drosophila S3 cells, BODIPY lipid droplet fluorescence, 18-24 h; cells fed with added oleic acid. lipid storage change, negative = inhibition, % at the top dose, mostly 46.1 µM; hits show Potency in µM. 0.64% of 320,000 active. AID 2685; active means well fitted inhibition curve with a large enough effect in the signal ratio, with a control signal flat, not every such curve was filed as active; inconclusive means small, poorly fitted or top-dose-only effect, or effect the other way, or a change in a side signal; the % refers to the signal ratio
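Drosophila S3 cells loaded with oleic acid (400 uM, as added) and compounds at several concentrations; lipid droplets imaged by 488-nm laser-scanning cytometry, 500–530 nm intensity and object ratio to cell channel. Percent activity normalized to 20 uM Triacsin C.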
S3 lipid droplet cell count max: second read-out of S3 lipid droplet, no call of its own (marks repeat the call); cell number change, %; measured here: cell count max response;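 cells counted by Cell Tracker Red CMTPX staining in the red channel; peak over a dose series mostly up to 46.1 µM; percent activity relative to internal control wells on each plate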
Active calls of the source: *; i = inactive; ? = inconclusive; · = no result given. On the % scale 0 is the no-effect control and ±100 the full control effect; potency means the concentration at half of the fitted maximal effect.

Below each compound – S3 lipid droplet, S3 lipid droplet cell count max
1	Cc1ccc(NC(=O)[C@H](NC(=O)[C@@H]2Cc3ccccc3CN2)c2ccccc2)c(C)c1
  ?, ·
2	COc1ccc(-c2noc(CCC(=O)Nc3cc(Cl)c(OC)cc3OC)n2)cc1
  ?, ·
3	NNC(=O)c1sc(-c2ccc(Cl)cc2)cc1N
  ?, ·
4	CCCOC(=S)N/C(=N\S(=O)(=O)c1ccccc1)c1ccccc1
  ?, ·
5	CCC(C(=O)NCCCc1ccccc1)c1ccccc1 (stereo unspecified)
  ?, ·
6	COc1cc(/C=C/C(=O)O)cc(S(=O)(=O)Nc2cccc(S(=O)(=O)N3CCOCC3)c2)c1OC
  0%, 10
7	Cc1csc(C(=O)NCC(=O)NNC(=O)c2cccc(Cl)c2)c1
  ?, ·
8	COc1ccc(Cl)cc1S(=O)(=O)N1CCN(C)CC1
  ?, ·
9	O=C1C2CCCN2C(c2ccccc2)N1c1ccc(Cl)cc1 (stereo unspecified)
  -2%, 13
10	O=C(CN1CCN(c2ccccc2F)CC1)N1CCc2ccccc21
  ?, ·
11	O=C(NCCc1csc(-c2cccnc2)n1)c1ccccc1Br
  6%, 19
12	O=C(N/N=C/c1cccn1-c1ccccc1)c1ccncc1
  -2%, -9
13	O=C(O)c1cc(-c2cccc3ccccc23)nc2ccccc12
  ?, ·
14	Cn1c(N)c(C(=O)COC(=O)c2ccc(Cl)c(S(=O)(=O)N3CCCC3)c2)c(=O)n(C)c1=O
  -9%, 1
15	O=C(OCC(=O)N(Cc1ccccc1)C1CCS(=O)(=O)C1)c1cc2c(s1)CCCC2 (stereo unspecified)
  ?, ·
16	CC(C)Oc1ccc(C(=O)NC2CCCCC2)cc1
  ?, ·
17	CC(=O)/C(N=Nc1cc2c(c([N+](=O)[O-])c1C)C(C)(C)CC2(C)C)=C(\C)O
  -10%, 9
18	C=CCN(CC=C)Cc1cc(=O)n2c(-c3ccccc3)csc2n1
  ?, ·
19	CCOC(=O)C1=C(C)NC(=O)NC1/C(C)=C/c1ccccc1 (stereo unspecified)
  ?, ·
20	O=C(CN1C(=O)COc2ccccc21)NC1CCCC1
  ?, ·
21	C[N+](C)(C)CCOP(=O)(O)OP(=O)([O-])OC[C@H]1O[C@@H](n2ccc(N)nc2=O)[C@H](O)[C@@H]1O
  0%, -4
22	O=C(Cn1cc(-c2nnnn2-c2ccc(Cl)cc2)c(=O)c2ccccc21)c1ccccc1
  9%, -12
23	COc1ccc(-n2cc(C(=O)c3cc(Cl)ccc3O)cc(C#N)c2=O)cc1
  ?, ·
24	COc1ccc(C)cc1Nc1n[n+](-c2ccccc2)c(-c2cccc(Cl)c2Cl)s1
  i, -1
25	O=C(Nc1cccc(Cl)c1)C1CCCN(C2=NS(=O)(=O)c3ccccc32)C1 (stereo unspecified)
  ?, ·
26	O=C(NCCc1ccc(Cl)cc1)C12CC3CC(CC(O)(C3)C1)C2
  i, 14
27	C/C(=N/Nc1ccnc2cc(Cl)ccc12)c1ccc(N)cc1
  ?, ·
28	COc1ccc(-c2nn(-c3ccccc3)cc2CNCCN2CCOC2=O)c(F)c1
  16%, 0
29	CCCNC(=O)NC(=O)COC(=O)c1ccc(S(=O)(=O)N(C)c2ccccc2OC)cc1
  ?, ·
30	NC(=O)CC(O)c1cccc(Cl)c1 (stereo unspecified)
  ?, ·
31	CCOC(=O)c1c(S(=O)(=O)Nc2ccccc2OCC)c(C)n(C)c1C
  8%, 8
32	CCOc1ccccc1N1CCN(C(=S)NCc2ccco2)CC1
  -6%, -3
33	C/C(N)=C(/C#N)C(=O)COC(=O)CNS(=O)(=O)c1ccc2ccccc2c1
  21%, 7
34	CCOC(=O)C1=C(C)NC(c2cccs2)C(=O)N1 (stereo unspecified)
  ?, ·
35	CC(=O)c1c(C)nc(Nc2nc3ccccc3s2)nc1C
  7%, 1
36	COc1ccc(NC(=O)C(NS(=O)(=O)c2cccs2)C(C)C)cc1Cl (stereo unspecified)
  ?, ·
37	O=C(CSc1nnc(C2COc3ccccc3O2)o1)N1CCOCC1 (stereo unspecified)
  ?, ·
38	CNC(=S)Nc1ccc(OC)c(OC)c1
  4%, 2
39	COc1ccc(NC(=O)[C@H](C)NC(=O)C2CCN(S(=O)(=O)c3ccc(C)cc3)CC2)cc1OC
  -13%, -6
40	NC(=O)c1ccc(SCC(=O)NC2CCCCC2)c([N+](=O)[O-])c1
  ?, ·

Down the list, as entered above.
S3 lipid droplet for entries 26 to 30, in order: i, ?, 16%, ?, ?

New compounds follow
Below each compound – S3 lipid droplet, S3 lipid droplet cell count max
41	Cc1cc(C)c(NC2=CC(=O)CC(C)(C)C2)c(C#N)c1
  17%, -14
42	COc1ccc(OCc2nnc(SCC(=O)Nc3cccc(C(C)=O)c3)o2)cc1
  ?, ·
43	COc1cccc(OC)c1NC(=O)CN(C)S(=O)(=O)c1ccc2c(c1)OCCO2
  ?, ·
44	Cc1cc(C)nc(/N=C(\N)Nc2ccc(F)c([N+](=O)[O-])c2)n1
  10%, 3
45	O=C(COc1cc(F)ccc1[N+](=O)[O-])Nc1cccc(S(=O)(=O)NC2=NCCC2)c1
  i, 6
46	C#Cc1ccc([C@@H]2C=C(C(=O)O)O[C@H](OCCCCO)C2)cc1
  21%, 7
47	CCCCC(=O)Nc1ccc(NCc2ccc(C)s2)cc1
  11%, 20
48	Cc1ccc(CNC(=O)c2ccccc2N)cc1
  ?, ·
49	COc1ccc(S(=O)(=O)Nc2ccccc2C(=O)N2CCCC2)cc1C
  ?, ·
50	CCCCN1CC(=O)N2[C@H]3c4cc(Cl)ccc4OC[C@@H]3[C@H](c3ccccc3)[C@]2(C)C1=O
  ?, ·
51	CCCOc1ccc(-c2cn3ccccc3n2)cc1
  -18%, -22
52	O=C(COc1ccc(Br)cc1)NCCO
  10%, 2
53	O=C(O)/C=C/c1cccnc1
  -10%, 6
54	Cc1cc(C)nc(SCC(=O)N/N=C\C(Br)=C\c2ccccc2)n1
  ?, ·
55	CCOC(=O)C1=C(N)c2ccccc2CC1C1CCCC1 (stereo unspecified)
  6%, -23
56	Cc1sc2nc(SCCO)n(-c3ccccc3)c(=O)c2c1C
  -3%, 16
57	O=C1CN(C(=O)c2ccccc2[N+](=O)[O-])C(c2ccccc2)c2cc(Br)ccc2N1 (stereo unspecified)
  -11%, -19
58	Cc1ccc(CCNC(=O)C2CC(c3ccccc3[N+](=O)[O-])=NO2)cc1 (stereo unspecified)
  -13%, 4
59	Cn1cc(CNCc2ccc(-n3cccn3)cc2)c(-c2ccccc2F)n1
  ?, ·
60	CCCNC(=S)NNC(=O)c1cc(C2CC2)nc2ccccc12
  ?, ·

Full records as entered above. Screens in order: S3 lipid droplet	S3 lipid droplet cell count max
Cc1ccc(CNC(=O)c2ccccc2N)cc1 is entered as ?	·
COc1cccc(OC)c1NC(=O)CN(C)S(=O)(=O)c1ccc2c(c1)OCCO2 is entered as ?	·

(continued)
Below each compound – S3 lipid droplet, S3 lipid droplet cell count max
61	Cc1cccc(C)c1NC(=O)C1(C)c2cccc[n+]2CC(=O)N1Cc1cccs1 (stereo unspecified)
  i, -24
62	O=C(CSc1nc(C(F)(F)F)cc(=O)[nH]1)NCc1ccc2c(c1)OCO2
  ?, ·
63	O=S1(=O)CCC(NC(=S)Nc2ccccc2)C1 (stereo unspecified)
  -17%, 1
64	CCOc1ccc(-c2ncncc2-c2ccc(OC)cc2)c(O)c1
  23%, -18
65	C=CCNC(=S)N1CCC(C(=O)c2ccc(OC)cc2)CC1
  -1%, 8
66	Cc1cc(-c2sccc2Br)nc(-n2cccc2)n1
  -35%, -39
67	COc1ccccc1C(=O)Nc1cccc(SC)c1
  ?, ·
68	CC(C)CN1CCN(Cc2ccc(Oc3ncccn3)cc2)CC1CCO (stereo unspecified)
  0%, 4
69	CCOC(=O)c1c(C)n(-c2ccccc2)c2ccc(O)c(CN(C)C)c12
  ?, ·
70	CC(C)CNC(=O)C(=O)NCC1OCCCN1S(=O)(=O)c1cccs1 (stereo unspecified)
  ?, ·
71	N#CC(C#N)=C1C=C2C=C(N3CCCCC3)CCC2CC1 (stereo unspecified)
  ?, ·
72	Cn1nnnc1SCC(=O)Nc1nc(-c2ccccc2)c(-c2ccccc2)o1
  -18%, -4
73	CCc1nnc(N/N=C\c2ccc(OC(C)=O)c(OC)c2)n1N
  ?, ·
74	Cn1c(SCC(=O)N2CCCC2)nnc1-c1cnccn1
  ?, ·
75	COc1ccc(N2CCN(C(=O)COc3ccc4c(C)cc(=O)oc4c3C)CC2)cc1
  ?, ·
76	Cc1nnc(SCc2cccc3ccccc23)s1
  -5%, -1
77	CC(=O)c1cccc(NC(=O)CN2C(=O)C(=O)N(Cc3ccco3)C2=O)c1
  ?, ·
78	Cc1ccc(C)c(N2CCN(C(=O)Cc3cn(C)c4ccccc34)CC2)c1
  23%, 1
79	COc1ccc(C(CNC(=O)c2ccc(-n3cnnn3)cc2)N2CCOCC2)cc1 (stereo unspecified)
  10%, -1
80	O=C(Nc1ccccc1)Oc1ccccc1N1CCOCC1
  -13%, -2
81	COC(=O)c1cc(OC)c(OC)c(OC)c1N
  i, 8
82	CCC(C)NC(=O)c1nn(Cc2ccccc2)c(=O)c2ccccc12 (stereo unspecified)
  -18%, 3
83	COc1ccc(C(=O)O)cc1S(=O)(=O)N(C)CCc1ccccn1
  ?, ·
84	O=C(Cn1cnc2ccccc21)N/N=C/c1cccc([N+](=O)[O-])c1
  ?, ·
85	C/C(=N/NC(=O)c1ccc(Br)s1)c1cccnc1
  -24%, 8
86	CCOC(=O)c1cc(C#N)c(N)nc1C
  22%, -1
87	CCCn1nnc2ccccc2c1=O
  -18%, -19
88	CC(=O)Nc1ccc(S(=O)(=O)NCc2ccncc2)cc1
  ?, ·
89	Cc1ccc(NC(=O)N2CCC(c3ccccc3)C2)cc1C (stereo unspecified)
  4%, -1
90	Cc1csc(=O)n1CC(=O)Nc1ccc(C(C)C)cc1
  17%, -3
91	CCOc1ccc(N(CC(=O)NCC2CCCO2)S(=O)(=O)c2ccc(Cl)cc2)cc1 (stereo unspecified)
  ?, ·
92	O=C(Cn1nnc(-c2ccccc2)n1)Nc1cccc(S(=O)(=O)N2CCOCC2)c1
  ?, ·
93	Cn1nnnc1SCc1csc(Nc2ccccc2)n1
  ?, ·
94	Cc1oc2nc(SCCCC(=O)NCCO)nc(N)c2c1C
  15%, -5
95	CCc1ccc2nc(N(CCN(C)C)C(=O)c3ccc4ncsc4c3)sc2c1
  ?, ·
96	Cc1ccc(-n2nc3c(=O)n(CC(=O)NC4CCCCCC4)nc(C)c3c2C)cc1
  i, -5
97	CC(C)NC(=O)CN(c1cccc([N+](=O)[O-])c1)S(=O)(=O)c1ccccc1
  12%, ·
98	C#CCNC(=O)C1=C[C@H](c2csc3ccccc23)C[C@H](OCc2ccc(CO)cc2)O1
  8%, 2
99	C[C@H](NC(=O)c1ccccc1Cl)C(=O)OCC(=O)N1CC2(C)CC1CC(C)(C)C2 (stereo partly specified)
  -15%, -14
100	Cn1nnc(NC(=O)CSc2ccc(Cl)cc2)n1
  -7%, -9

Arranged by heavy-atom count (rising): part of the list above.
Below each compound – S3 lipid droplet, S3 lipid droplet cell count max
87	CCCn1nnc2ccccc2c1=O
  -18%, -19
90	Cc1csc(=O)n1CC(=O)Nc1ccc(C(C)C)cc1
  17%, -3
92	O=C(Cn1nnc(-c2ccccc2)n1)Nc1cccc(S(=O)(=O)N2CCOCC2)c1
  ?, ·

Carrying on.
Below each compound – S3 lipid droplet, S3 lipid droplet cell count max
101	O=C(C1CCN(c2ncnc3c2nc2n3CCCCC2)CC1)N1CCN(c2ccc(F)cc2)CC1
  ?, ·
102	COc1cc(NC(=O)[C@@H]2CCCN(S(=O)(=O)c3cccc4cccnc34)C2)cc(OC)c1OC
  25%, -14
103	CCn1c2ccccc2c2cc(NC(=O)c3ccccc3[N+](=O)[O-])ccc21
  ?, ·
104	Cc1nn2c(nc(N3CCOCC3)c3ccccc32)c1C=C(C#N)C#N
  4%, -17
105	CCNC(=O)NC(=O)C(C)Sc1nnc(COc2ccccc2Cl)o1 (stereo unspecified)
  10%, 29
106	N/N=C(/Cc1nc2ccccc2[nH]1)c1ccc([N+](=O)[O-])cc1
  -11%, ·
107	CC(=O)Nc1ccc(NC(=O)C2CCN(C(=O)c3cccs3)CC2)cc1
  ?, ·
108	COc1ccc(/C=C(/C#N)C(=O)Nc2ccccc2C)cc1C(=O)O
  2%, -4
109	O=c1c2cc(N3CCOCC3)ccc2[nH]c(=S)n1CCCN1CCCCC1
  22%, ·
110	CCOC(=O)c1cc(S(=O)(=O)N2CCOCC2)cn1C
  ?, ·
111	COc1ccc(-c2c(C(=O)O)c(C(=O)O)c3n2CCC3)cc1
  ?, ·
112	COc1ccc(CSc2ccc(-c3nc4ccccn4c3NCc3ccccc3)cc2OC)cc1
  ?, ·
113	COc1ccc(CCNC(=O)CCCn2nc(C)n3ccnc3c2=O)cc1OC
  ?, ·
114	Cc1ccc2c(COC(=O)CC3Sc4ccccc4NC3=O)cc(=O)oc2c1C (stereo unspecified)
  14%, 14
115	Cc1cc(Nc2ccc3ccccc3c2)n2ncnc2n1
  ?, ·
116	Cc1cc(=O)[nH]c(N/N=C/c2cccs2)n1
  ?, ·
117	COc1cc(OC)cc(-c2oc(=O)c3cc(OC)c(OC)cc3c2C#CCCCO)c1
  ?, ·
118	CCN1C(=O)CC(C(=O)NC)SC1=Nc1cc(Cl)c(O)c(Cl)c1 (stereo unspecified)
  ?, ·

This is a subset, so the mix of outcomes need not match the whole.
